Screens deposited in PubChem by several laboratories.
FAS TE block: FAS thioesterase domain inhibitors, primary screen, biochemical, fluorescence intensity, uHTS | Fatty acid synthase (Homo sapiens), P49327 | 0.67% of 360,000 active | recombinant FAS-TE, OMFH fluorogenic substrate, fluorescence endpoint | inhibition, % at 15 µM;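 active means compounds whose normalised, plate-corrected inhibition of enzyme fluorescence in the single-dose primary screen is 50% or more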;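 further: 0% = DMSO with enzyme and 100% = substrate without enzyme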
MT1-MMP act inh: blockers of MT1-MMP proenzyme processing, primary screen, HT1080 RFP-PRO-GFP cells, GFP/RFP fluorescence; Matrix metalloproteinase-14 (Homo sapiens), P50281; GFP/RFP ratio fluorescence, overnight; percent of plate control window, DMSO zero; 0.061% of 360,000 active; GFP/RFP ratio change, % at 20 µM;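 active means GFP/RFP ratio change of at least 30% with cell ATP level not reduced by more than half and red fluorescence within 50% of control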; further: strong numbers were not always called active
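Assay system – RFP-PRO-GFP reporter HT1080 cells · Compound dosing – single dose of 20 µM compound, 1% DMSO final · Incubation – overnight compound exposure at 37 °C · Measure – GFP/RFP fluorescence ratio · Benchmarks – DMSO wells and RFP-L50D-GFP cells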
NRP1-CendR mod: modulators of CendR peptide binding to NRP-1, primary screen, biochemical, fluorescence polarization, uHTS | Neuropilin-1 (Homo sapiens), O14786 | FAM-RPARPAR peptide binding to NRP-1 | inhibition, % at 25 µM | 0.85% of 360,000 active | AID 602438, 2012;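 active means inhibition or corrected inhibition above about 18%, plus a signal ratio from 0.5 to 1.5, limit read from the data, passing the limit was not always enough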; further: strong numbers were not always called active
MsrA act: bovine MsrA enzyme activators, primary screen, biochemical, absorbance, HTS | Methionine sulfoxide reductase A (Bos taurus) | purified bovine MsrA, absorbance read-out | activation, % at 10.6 µM | 0.3% of 360,000 active; in the data active means activation above about 7.5%;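 further: 0% = vehicle and 100% = reference activator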
Neddylation inh: inhibitors of cullin neddylation, primary screen, biochemical, TR-FRET, uHTS, NAE and Ubc12. NEDD8-conjugating enzyme Ubc12 (Homo sapiens) + NEDD8-activating enzyme E1 regulatory …. calls only at 25 µM. 0.58% of 360,000 active. AID 651699, 2012; in the data active means inhibition above about 36%
Target sequence (P61081 whole entry, looked up): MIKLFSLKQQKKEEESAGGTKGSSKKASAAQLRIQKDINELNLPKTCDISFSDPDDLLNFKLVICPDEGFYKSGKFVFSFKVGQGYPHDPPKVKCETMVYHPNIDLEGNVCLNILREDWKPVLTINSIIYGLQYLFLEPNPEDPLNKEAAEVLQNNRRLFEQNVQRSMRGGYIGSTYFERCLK
Target sequence (Q13564 whole entry, looked up): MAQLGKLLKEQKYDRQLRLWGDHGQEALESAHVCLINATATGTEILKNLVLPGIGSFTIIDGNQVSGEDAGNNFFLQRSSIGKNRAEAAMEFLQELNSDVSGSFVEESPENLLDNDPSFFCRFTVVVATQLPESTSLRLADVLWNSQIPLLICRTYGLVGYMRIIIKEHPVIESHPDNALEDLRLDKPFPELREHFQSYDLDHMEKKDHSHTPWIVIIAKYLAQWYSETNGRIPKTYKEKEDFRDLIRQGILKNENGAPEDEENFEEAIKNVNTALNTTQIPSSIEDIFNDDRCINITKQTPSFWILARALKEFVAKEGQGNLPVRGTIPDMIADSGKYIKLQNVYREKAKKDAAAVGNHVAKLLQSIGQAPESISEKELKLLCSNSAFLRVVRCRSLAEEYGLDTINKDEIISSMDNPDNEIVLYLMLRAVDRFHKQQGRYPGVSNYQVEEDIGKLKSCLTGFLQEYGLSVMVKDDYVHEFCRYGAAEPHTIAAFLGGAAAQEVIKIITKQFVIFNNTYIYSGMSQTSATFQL
SKN-1 inh: suppressors of acrylamide-induced Pgst-4::GFP reporter in worms, primary screen, SKN-1 inhibitor project, whole organism, uHTS, GFP/RFP fluorescence ratio, strain VP596 | C. elegans VP596 Pgst-4::GFP/RFP ratio, 24 h | inhibition, % at 21.8 µM | 0.49% of 360,000 active | AID 624304, 2012;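 active means interference check ratio from 0.5 to 1.5 plus GFP to RFP signal ratio inhibition reaching or exceeding a fixed threshold, cut at about 30% in these data, passing the limit was not always enough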; further: some compounds called inactive have numbers as strong as hits
MLLE-PAM2 inh: inhibitors of PABP1 MLLE–PAM2 peptide binding, primary screen, biochemical, fluorescence polarization, FITC-PAM2, GST-MLLE; Polyadenylate-binding protein 1 (Homo sapiens), P11940; inhibition, % at 20 µM; 0.36% of 360,000 active; in the data active means inhibition above about 35%, passing the limit was not always enough;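 further: plate controls were DMSO wells with GST-MLLE for no effect and wells lacking GST-MLLE protein for full effect; some results filed as inactive read as strong as hits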
Rin1 Abl inh: inhibitors of Rin1-Abl protein binding, primary screen, biochemical, TR-FRET; inhibition, % at 7.35 µM; 0.4% of 360,000 active; Tyrosine-protein kinase ABL1 (Homo sapiens) + Ras and Rab interactor 1 (Homo sapiens), …; in the data active means inhibition above about 5%, passing the limit was not always enough
eLon inh: inhibitors of E. coli Lon protease, primary screen, biochemical, fluorescence polarization; inhibition, % at 7.94 µM; purified E. coli Lon protease; 0.42% of 360,000 active; in the data active means inhibition above about 13%, passing the limit was not always enough;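 further: 0% = enzyme with probe and DMSO and 100% = no enzyme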
* = called active by the depositor; i = inactive; . = no result given.

SMILES | FAS TE block | MT1-MMP act inh | NRP1-CendR mod | MsrA act | Neddylation inh | SKN-1 inh | MLLE-PAM2 inh | Rin1 Abl inh | eLon inh
O=C(N[C@@H](Cc1ccccc1)C(=O)N1CCN(S(=O)(=O)c2ccccc2F)CC1)c1ccco1 | -8 | -6 | 14 | -6 | i | 0 | 7 | 4 | -1
COc1ccc(CNC(=O)CCCC2=NS(=O)(=O)c3ccccc3N2)cc1 | -7 | -1 | 9 | -9 | i | -20 | 4 | 0 | -1
c1ccc(-n2ncc(-c3nn[nH]n3)n2)cc1 | -6 | 4 | -6 | -1 | i | 27 | 8 | 0 | 6
Cn1c(=O)n(C)c(=O)n(CC(=O)N2CCCCC2)c1=O | -2 | 4 | -11 | 0 | i | 6 | -11 | -2 | 2
O=C(COc1ccc2ccccc2c1)Nc1nccs1 | 5 | 3 | 6 | -7 | i | -14 | -3 | 0 | -2
Cc1ccc(C(=O)N/C(=C/c2cccs2)C(=O)NCc2ccco2)cc1 | -9 | 7 | -10 | -1 | i | -4 | -1 | -1 | -6
COc1ccc(-c2oc3ccc(-c4ccc(OC)nc4)cc3c2-c2ccc(OC)cc2)cc1 | 33 | 0 | -3 | 0 | . | 22 | 4 | 1 | -3
Cc1c(C(=O)N/N=C/c2cccnc2)sc(=S)n1C | -7 | 0 | 2 | -3 | i | 13 | 25 | -1 | -4
CCCCn1c(N)c(N(CCC(C)C)C(=O)c2cc(Cl)nc3ccccc23)c(=O)[nH]c1=O | -15 | 3 | -9 | -14 | i | -9 | 0 | 4 | -5
CCC1(C)OC(=O)N(CCCn2ccnc2C)C1(C)O (configuration not stated) | -3 | 1 | -1 | -5 | i | 7 | -4 | 1 | -10
Cc1ccc(-c2cc(C(F)F)nc(NCC3CCCO3)n2)cc1 (configuration not stated) | 17 | 1 | 7 | 0 | i | 18 | -6 | -1 | 6
CCOC(=O)C1=C(C)Nc2nnnn2C1c1cccc(OC)c1OC (configuration not stated) | -4 | 4 | -8 | -1 | i | 16 | -68 | -4 | 0
O=C(NCc1ccccc1)c1ccc2c(c1)C(=O)N(Cc1cccnc1)C2=O | -18 | 0 | 1 | -1 | i | -1 | -6 | -2 | -8
CCN(C(=O)c1ccc(S(=O)(=O)N2CCCCC2)cc1)C1CCS(=O)(=O)C1 (configuration not stated) | -7 | -2 | 7 | -4 | i | -10 | 0 | 2 | -5
O=C(COc1ccc(Cl)cc1Cl)Nc1ccc(C(=O)Nc2ccccc2C(=O)O)cc1 | 18 | 2 | -79 | -7 | i | -9 | -4 | 1 | -9
NS(=O)(=O)c1ccc(NC(=O)CN2CCCN(S(=O)(=O)c3ccc(F)cc3)CC2)cc1 | 0 | 0 | 6 | -3 | i | 1 | 7 | 5 | 4
COC(=O)c1sccc1NC(=O)Nc1cccc([N+](=O)[O-])c1 | 23 | -3 | -2 | -3 | i | 7 | -5 | -2 | -8
COc1ccc(CCN2C(=O)CC(C(N)=O)SC2=Nc2ccc(F)cc2)cc1OC (configuration not stated) | -1 | -4 | -4 | 1 | i | -4 | 5 | 3 | 1
COc1ccccc1N1CCN(C(=O)CNC(=O)Cn2cnc3sc(C)c(C)c3c2=O)CC1 | -7 | -2 | 3 | -1 | i | -16 | 4 | 6 | -12
Cc1ccc2cc(CN(CCc3ccccc3)C(=S)NCCCN(C)C)c(=O)[nH]c2c1 | -3 | -4 | 13 | -2 | i | 12 | -132 | 2 | -1
Fc1ccc(CN2C3=NCCN3c3ccccc32)cc1 | 1 | -2 | 2 | 1 | i | 13 | -24 | 4 | -6
CC(C)(C)OC(=O)N1CCc2onc(-c3ccc([N+](=O)[O-])cc3)c2C1=O | 45 | 4 | 1 | -3 | i | 3 | -11 | -1 | -3
N#Cc1ccccc1NC(=O)C1CC(=O)N(c2ccc3c4c(cccc24)CC3)C1 (configuration not stated) | -5 | -6 | -1 | 1 | i | 1 | -14 | 0 | 4
CCCc1nc(SCC(=O)N2CCOCC2)c2c(C)c(C)sc2n1 | 0 | 1 | 12 | -13 | i | -20 | -7 | 1 | 3
CCOC(=O)c1nn(-c2ccc([N+](=O)[O-])cc2)cc1O | 11 | 2 | 11 | -8 | i | -1 | 5 | 0 | 0

Record cards (already shown). Order of values: FAS TE block, MT1-MMP act inh, NRP1-CendR mod, MsrA act, Neddylation inh, SKN-1 inh, MLLE-PAM2 inh, Rin1 Abl inh, eLon inh
Profile of COC(=O)c1sccc1NC(=O)Nc1cccc([N+](=O)[O-])c1 : 23, -3, -2, -3, i, 7, -5, -2, -8
Profile of O=C(COc1ccc(Cl)cc1Cl)Nc1ccc(C(=O)Nc2ccccc2C(=O)O)cc1 : 18, 2, -79, -7, i, -9, -4, 1, -9
Profile of CCC1(C)OC(=O)N(CCCn2ccnc2C)C1(C)O (configuration not stated) : -3, 1, -1, -5, i, 7, -4, 1, -10
Profile of CCCc1nc(SCC(=O)N2CCOCC2)c2c(C)c(C)sc2n1 : 0, 1, 12, -13, i, -20, -7, 1, 3

Later entries:
SMILES | FAS TE block | MT1-MMP act inh | NRP1-CendR mod | MsrA act | Neddylation inh | SKN-1 inh | MLLE-PAM2 inh | Rin1 Abl inh | eLon inh
OCCN1CCN(CC/C=C2/c3ccccc3Sc3ccc(C(F)(F)F)cc32)CC1 | 3 | -4 | 5 | 0 | i | 24 | 10 | -1 | 5
CCc1ccc(NC(=O)c2cc(-c3cccs3)on2)cc1 | 3 | 3 | 9 | -3 | i | 0 | -1 | 2 | -14
O=C(NCc1ccco1)c1sc2cc(F)ccc2c1Cl | 14 | -4 | -11 | -3 | i | 37* | -5 | -2 | -1
O=C(CNS(=O)(=O)c1ccccc1)Nc1ccc2c(c1)OCO2 | -5 | -1 | 9 | -6 | i | 8 | 15 | 2 | -8
CCOC(=O)C1=CCN(S(=O)(=O)c2ccc(F)cc2)C1c1ccccc1 (configuration not stated) | -3 | 3 | -11 | -4 | i | 10 | 13 | 1 | -2
CC(=O)c1cccc(NC(=O)c2ccoc2C)c1 | -1 | 3 | -4 | -13 | i | 3 | -9 | 2 | -3
COC(=O)[C@@H](NC(=O)N1CCC(Cc2ccccc2)CC1)C(C)C | -1 | 1 | -6 | -2 | i | 7 | 14 | 0 | -9
Cc1ccc(Cl)c(OCC(=O)Nc2sc(C)c(C)c2C#N)c1 | -10 | 3 | -7 | -2 | i | 10 | 25 | -4 | 9
COc1ccc(N(C)S(=O)(=O)c2cccc(C(=O)OC(C(=O)Nc3cc(C)cc(C)c3)c3ccccc3)c2)cc1 (configuration not stated) | 42 | -4 | -9 | -9 | i | 5 | -2 | 2 | -9
COc1ccc(S(=O)(=O)NC(=O)C2(C)CCN2C(=O)Cc2cccc3ccccc23)cc1 (configuration not stated) | -5 | 2 | -7 | -1 | i | 1 | -2 | 3 | -4
O=C(CCc1nnc(-c2ccccc2)o1)NC1CCCCC1 | -7 | 0 | -10 | -1 | i | 14 | -1 | -3 | -9
Cc1ccc(N(CC(=O)NCc2ccccn2)S(=O)(=O)c2ccccc2)cc1Cl | -1 | 0 | 6 | -2 | i | 4 | -2 | -2 | -6
CC1(C(=O)NS(=O)(=O)c2ccccc2Cl)CCN1C(=O)C1(c2ccccc2)CC1 (configuration not stated) | -7 | -1 | -5 | 4 | i | 10 | -6 | -3 | 0
Cc1ccc2cc(CN(Cc3cccs3)Cc3nnnn3CC3CCCO3)c(=O)[nH]c2c1 (configuration not stated) | 6 | -1 | -3 | -2 | i | 8 | 14 | 1 | -2
O=C(NCC(=O)N(c1ccccc1F)C(C(=O)NC1CCCC1)c1ccco1)c1ccco1 (configuration not stated) | -10 | 1 | 5 | -14 | i | 4 | -2 | 4 | -4
C=CCNC(=S)NC(CC(=O)OC)c1ccc2c(c1)OCO2 (configuration not stated) | -1 | 5 | 6 | -2 | i | 14 | -31 | 1 | -1
CCOc1ccc(CCNC(=O)C2CC(=O)N(c3ccccc3OCC)C2)cc1OCC (configuration not stated) | -4 | -2 | 2 | -1 | i | 2 | 13 | 5 | -3
Cc1ccc(OCc2nc(C#N)c(N3CCN(Cc4ccccc4)CC3)o2)cc1 | 29 | -5 | 12 | -3 | i | -8 | -11 | 3 | -4
Cc1cc(C)cc(C(=O)NC(CC(N)=O)c2ccc(NC3CCCCCCCCCCC3)c([N+](=O)[O-])c2)c1 (configuration not stated) | -2 | 8 | 8 | -3 | i | 4 | 4 | 2 | -5
Cn1ccnc1SCC(=O)c1c(N)n(C)c(=O)n(C)c1=O | -8 | 0 | -1 | -3 | i | -6 | 5 | -2 | -4
CCCCNC(=O)c1cc(C)nn1-c1ccccc1 | -5 | -1 | 10 | -5 | i | -2 | -9 | -3 | -6
CCOc1cccc(C(=O)Nc2cccc(C(=O)NCC(C)C)c2)c1 | -2 | 5 | 3 | -3 | i | 0 | 0 | 2 | -5
CCCNC(=O)c1ccccc1NC(=O)c1ccccc1N(C)S(C)(=O)=O | -6 | 7 | 11 | -2 | i | -4 | 3 | -1 | 2
CCn1ncc(/C=C2/SC(=S)NC2=O)c1C | -8 | 1 | -20 | -8 | i | -3 | 14 | 0 | -15
Cc1ccc(-c2ccc(C3C(C#N)=C(N)Oc4n[nH]c(C)c43)o2)cc1 (configuration not stated) | 3 | -9 | -21 | -10 | i | 2 | -16 | -1 | -18
(further entries)
SMILES | FAS TE block | MT1-MMP act inh | NRP1-CendR mod | MsrA act | Neddylation inh | SKN-1 inh | MLLE-PAM2 inh | Rin1 Abl inh | eLon inh
Cn1c(=O)n(C)c2cc(NC(=O)CSc3nc4ccccc4c(=O)[nH]3)ccc21 | 5 | 3 | 5 | -1 | i | 7 | -8 | 7 | 6
O=C(NCCN1CCOCC1)N1CCOCC1 | -9 | -3 | -3 | -12 | i | -1 | -5 | -2 | -2
Cc1noc(C)c1N=Nc1ccc(Br)cc1C(=O)O | -6 | -2 | -8 | -7 | i | 3 | 3 | 2 | 2
Cc1ccccc1CNC(=O)C1CCN(c2nnc(N3CCCC3=O)s2)CC1 | -5 | 2 | 4 | -8 | i | -11 | 23 | -1 | 4
O=C(NC1CCCc2ccccc21)c1cccc(F)c1 (configuration not stated) | 1 | -6 | 2 | -4 | i | -7 | -10 | 1 | 5
Fc1ccccc1/C=N/n1cnnc1 | -3 | 4 | -9 | 1 | i | 2 | 3 | 0 | -2
Cc1nc2ccc(NC(=O)c3ccc([N+](=O)[O-])cc3)cc2s1 | 6 | 5 | 6 | -2 | i | 1 | 13 | 0 | -2
O=C(CN1C(=O)NC2(CCCC2)C1=O)NCC1CCCO1 (configuration not stated) | -7 | 3 | 6 | -8 | i | 1 | 19 | -2 | -11
COc1cc(/C=N/NC(=O)CN2CCCCC2)ccc1OCc1ccccc1 | -4 | 0 | 4 | -17 | i | -4 | 16 | 2 | 0
CN(C(=S)NC1CCCCC1)C1(c2ccccc2Cl)CCCCC1=O (configuration not stated) | 17 | -7 | 6 | -4 | i | 13 | -76 | 3 | -6
Cc1ccc(CNC(=O)CCSCCC(=O)NCc2ccc(C)cc2)cc1 | -4 | -5 | 5 | 0 | i | 10 | -1 | 0 | -4
O=C(Nc1nnc([C@@H]2C[C@H](O)[C@@H](CO)O2)s1)c1ccc(Oc2ccccc2)cc1 | -4 | -1 | 4 | -1 | i | 3 | 5 | -3 | -7
